G6PDH CS: L. mesenteroides G6PDH inhibition counter-screen; Purified L. mesenteroides G6PDH, diaphorase/resazurin coupled fluorescence, 45 min; inhibition, % at 5 µM; hit rate 0.12% among 200,000; AID 1020; in the data active = inhibition above about 50%
PPARg SRC1 recr: promotes SRC-1 coactivator recruitment by human PPARgamma; activation, % at 8 µM; P37231; PPARgamma-SRC-1 coactivator recruitment biochemical assay; hit rate 0.41% among 200,000; in the data active = activation above about 19%;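 also: 0% = DMSO and 100% = reference agonist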
Target sequence (P37231 whole entry, looked up): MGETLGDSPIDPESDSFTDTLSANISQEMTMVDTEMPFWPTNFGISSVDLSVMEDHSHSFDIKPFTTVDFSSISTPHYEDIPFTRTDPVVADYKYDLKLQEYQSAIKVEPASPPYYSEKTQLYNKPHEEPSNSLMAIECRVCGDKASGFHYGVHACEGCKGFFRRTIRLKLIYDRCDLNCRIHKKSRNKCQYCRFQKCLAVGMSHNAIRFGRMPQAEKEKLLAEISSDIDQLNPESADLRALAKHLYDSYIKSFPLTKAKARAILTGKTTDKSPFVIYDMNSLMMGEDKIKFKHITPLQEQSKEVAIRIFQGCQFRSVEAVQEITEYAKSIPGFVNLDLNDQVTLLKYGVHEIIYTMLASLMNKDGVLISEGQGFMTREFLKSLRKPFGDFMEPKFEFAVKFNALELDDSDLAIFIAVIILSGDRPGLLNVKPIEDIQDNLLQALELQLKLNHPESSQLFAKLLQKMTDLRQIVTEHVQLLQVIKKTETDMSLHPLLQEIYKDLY
PPARg SRC-2 ag: agonists of SRC-2 recruitment by human PPARgamma | P37231 | PPARgamma LBD-SRC-2 recruitment, biochemical | activation, % at 8 µM | hit rate 0.34% among 200,000 | AID 1032; in the data active = activation above about 22%;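 also: 0% = vehicle and 100% = reference agonist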
S1P3 antagonist: blocks the human S1P3 receptor. CHO S1P3 NFAT-BLA reporter, FRET fluorescence, antagonist mode. Q99500. inhibition, % at 4.98 µM. hit rate 0.27% among 170,000. AID 485;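 active = inhibition above the plate cutoff, the mean inhibition of test wells on that plate plus 3 SD, cut at about 28% in these data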;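 also: cells challenged with S1P at its EC80 of 0.8 µM; blue over green emission ratio from cleaved BLA substrate after 4 h stimulation; 0% = S1P-stimulated wells and 100% = unstimulated DMSO-only wells; some compounds past the cut are filed as inactive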
Diaphorase inh: counter-screen for diaphorase-based assays: diaphorase inhibitors and chemical oxidizers. diaphorase resazurin-to-resorufin fluorescence, NADH, 16 min; bacterial (C. kluyveri) enzyme, not human. hit rate 0.69% among 190,000. AID 1217. inhibition, % at 20 µM;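 active = primary screen inhibition at 20 µM above a set limit, cut at about 50% in these data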;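 also: plate controls were DMSO with full reaction for no effect and wells lacking NADH for full effect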
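Test system: diaphorase enzyme from Clostridium kluyveri; amount: diaphorase at 0.14 U/mL in enzyme working solution; detection: fluorescence of resorufin formed from resazurin, Ex 544/Em 590 nm; times: reaction incubation of 16 min at room temperature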
SRC2 TRFRET art: flags TR-FRET format artefacts in PPARgamma SRC-2 recruitment agonist screen; TR-FRET artefact counter-screen; active compounds read high; TR-FRET ratio at 8 µM; hit rate 0.4% among 200,000; AID 1049; in the data active = TR-FRET ratio above about 2000; also: inactives centre near 1500
PMI act hi M6P: PMI (human) activation, high substrate; AID 1216; coupled PMI enzyme assay, resazurin fluorescence, 20 min; active compounds read high; 1 = untreated enzyme, 0 = substrate-free blank; activation factor at 20 µM; hit rate 0.34% among 190,000;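 active = activation factor of 2 or more at 20 µM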
Target sequence (P34949 whole entry, looked up): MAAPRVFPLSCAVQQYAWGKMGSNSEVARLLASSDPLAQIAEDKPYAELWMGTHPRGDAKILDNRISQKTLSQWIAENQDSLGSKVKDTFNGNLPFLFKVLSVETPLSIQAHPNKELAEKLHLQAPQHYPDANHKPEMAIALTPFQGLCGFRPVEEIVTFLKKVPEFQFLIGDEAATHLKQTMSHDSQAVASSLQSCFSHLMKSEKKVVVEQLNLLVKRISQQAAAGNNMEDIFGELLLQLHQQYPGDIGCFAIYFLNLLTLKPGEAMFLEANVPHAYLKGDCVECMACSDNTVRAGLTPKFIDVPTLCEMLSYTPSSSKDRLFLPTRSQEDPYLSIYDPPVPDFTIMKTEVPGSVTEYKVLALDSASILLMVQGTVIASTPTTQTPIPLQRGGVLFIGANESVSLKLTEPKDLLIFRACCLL
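Test system: Human PMI in coupled enzyme assay | Input: 15 ng/mL PMI | Medium: HEPES-buffered pH 7.4 with magnesium and detergent | Compound: One concentration, 20 µM, in 1% DMSO | Incubation: Enzyme reaction with compound 20 min at room temperature | Detection: Diaphorase-driven resazurin-to-resorufin fluorescence, excitation 544, emission 590 nm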
PMI activator: increases human mannose-6-phosphate isomerase activity; hit rate 0.005% among 190,000; purified human PMI, coupled resazurin fluorescence, 20 min; active compounds read high; 1 = vehicle control, 0 substrate-free wells; activation factor at 20 µM;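 active = activation factor of 2 or more at 20 µM, relative to plate controls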
PPARg SRC3 recr: PPARgamma-driven SRC-3 recruitment agonism | biochemical PPARgamma/SRC-3 coactivator recruitment assay | activation, % at 8 µM | AID 731 | hit rate 0.26% among 200,000; in the data active = activation above about 23%;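 also: 0% = DMSO and 100% = reference agonist; some compounds past the cut are filed as inactive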
ROMK mod: human ROMK K+ channel modulation, primary screen. Tet-inducible ROMK, thallium flux fluorescence; actives lie on both sides. P48048. hit rate 2% among 130,000. B-score at 10 µM;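 active = signal ratio slope over the read window, or its plate-corrected B-score, at least 3 SD from the plate mean, either direction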;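 also: B-score of the F/F0 ratio slope over 7 to 12 s after thallium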
Diaph act CS: diaphorase activation or chemical reduction counter-screen | Diaphorase/resazurin coupled assay, resorufin fluorescence, 16 min; active compounds read high; 1 = vehicle wells, 0 = NADH-free wells | activation factor at 20 µM | hit rate 0.005% among 190,000 | AID 1229;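 active = diaphorase activity raised at least twofold by the compound at 20 µM; inactive = activation factor below 2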
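Material: Purified diaphorase enzyme from Clostridium kluyveri | Buffer or medium: 50 mM HEPES pH 7.4 with 4.542 mM MgCl2, 0.005% Tween 20 | Times: 16 min enzyme reaction, ambient temperature | Signal: Red resorufin fluorescence at 544/590 nm excitation/emission | Measure: Increased resorufin signal from activators or reducing compounds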
* hit, by the source's call; . = no result given.

SMILES | G6PDH CS | PPARg SRC1 recr | PPARg SRC-2 ag | S1P3 antagonist | Diaphorase inh | SRC2 TRFRET art | PMI act hi M6P | PMI activator | PPARg SRC3 recr | ROMK mod | Diaph act CS
Cc1ccccc1OCc1nc(-c2ccc(-n3cccc3)cc2)no1 | 0.5 | 0.8 | 3.6 | 16.9 | 10.3 | 1777 | 1 | 1.1 | -4.8 | . | 0.9
CCC(Sc1nc(C)cc(C)n1)C(=O)Nc1ccc(Cl)cn1 (centres undefined) | 5.4 | -10.1 | -10.0 | . | 9.6 | 1445 | 1.1 | 1.1 | -5.2 | -0.0279 | 0.9
Cn1c(CNc2nc3ccccc3n2C)nc2ccccc21 | 6.5 | 0.7 | 0.8 | 8.0 | 1.7 | 1624 | 1 | 1 | 2.3 | . | 1
COc1cccc(C(=O)CSc2nc3cccnc3n2C)c1 | 2.8 | -4.9 | -5.1 | . | 8.1 | 1485 | 0.9 | 0.9 | -3.8 | -0.866 | 0.9
CC(C)C(C(=O)Nc1ccccc1)N1C(=O)c2ccccc2C1=O (centres undefined) | 9.1 | -2.3 | -1.0 | . | 9.6 | 1412 | 0.9 | 0.9 | 1.9 | . | 0.9
Cc1ccc(NC(=O)CSc2nc(N)c3c4c(sc3n2)CSC(C)(C)C4)cc1 | 10.6 | -0.2 | 3.3 | -0.6 | 24.0 | 1620 | 0.9 | 0.9 | 1.3 | 0.0615 | 0.8
O=C(Cc1ccccc1)Nc1cccc(-c2nnc(-c3ccco3)o2)c1 | 16.4 | 7.4 | -0.4 | . | 8.6 | 1751 | 1 | 1 | 2.5 | -1.47 | 0.9
O=C(Cn1cnc2c(cnn2-c2ccc(F)cc2)c1=O)NCC1CCCO1 (centres undefined) | 7.6 | 3.9 | 2.3 | -26.2 | 10.7 | 1545 | 1.1 | 1.1 | -2.4 | 0.967 | 0.9
Cc1ccc(Nc2nc(N)nc(CN3CCCCCC3)n2)cc1 | 2.4 | 7.7 | -2.8 | -21.4 | 2.7 | 1499 | 1.1 | 1 | -8.3 | . | 1
Cc1nc(NCCN)c(C#N)c2c1COC(C)(C)C2 | 1.9 | 2.9 | -1.4 | . | 7.4 | 1561 | 0.9 | 1 | -3.2 | 0.0226 | 0.9
COc1cc(CNCc2ccncc2)cc(Br)c1OCc1ccccc1F | -5.0 | 2.5 | 6.2 | . | -2.4 | 1613 | 1 | 1 | 2.1 | -0.911 | 1
Cc1nnsc1C(=O)N1CCCC(C(=O)c2ccc(C(F)(F)F)cc2)C1 (centres undefined) | 12.4 | 9.7 | -0.7 | 12.2 | 22.4 | 1602 | 1 | 1 | 3.0 | -0.342 | 0.8
Cc1cc2cc(CNC(=S)Nc3ccc(OC(F)(F)F)cc3)ccc2n1C | 10.1 | -0.4 | 1.9 | 2.9 | -2.3 | 1489 | 1.1 | 1.1 | -0.5 | -0.217 | 1
CC(C)(C)c1ccc(COc2ccsc2C(=O)O)cc1 | 3.5 | -1.6 | 3.9 | 4.7 | 4.5 | 1558 | 1 | 1.1 | 9.3 | . | 1
Oc1ccccc1-c1cc(-c2cccc(F)c2)n[nH]1 | 10.5 | 4.9 | 6.4 | -5.7 | 16.7 | 1549 | 0.9 | 0.9 | -6.3 | 0.338 | 0.8
O=C(CSc1nnc(-c2ccc(S(=O)(=O)N3CCCC3)cc2)o1)N1CCCC1 | . | -4.8 | 1.9 | . | . | 1725 | . | . | 6.5 | -0.281 | .
CCCN(CCC)C1Sc2ccc(C(=O)OC)cc2NC1=O (centres undefined) | 1.8 | -0.3 | 2.9 | . | -4.7 | 1445 | 1.1 | 1.1 | 6.0 | 2.56 | 1
COc1ccc(-c2c(C)oc3cc(O)cc(O)c3c2=O)cc1OC | -18.9 | 2.9 | -4.9 | -35.7 | 15.8 | 1340 | 0.9 | 0.9 | 2.1 | . | 0.8
COc1ccc(CNC(=O)COC(=O)c2cc(-c3ccco3)nc3ccccc23)cc1 | -0.6 | -0.3 | 9.4 | . | 19.6 | 1423 | 1.2 | 1 | -5.8 | 0.775 | 0.8
COC(=O)c1sccc1NC(=O)Nc1cccc(C)c1 | 9.6 | -3.6 | 3.6 | 12.4 | 38.7 | 1587 | 0.9 | 0.8 | -1.5 | -0.19 | 0.6
COc1ccc2[nH]cc(C(=O)CN3CCCCC3C)c2c1 (centres undefined) | 6.1 | 2.3 | 0.3 | 4.5 | 14.0 | 1441 | 0.9 | 0.9 | -5.6 | . | 0.9
CCN(C(=O)C(C)Cl)c1ccccc1 (centres undefined) | 2.0 | -1.1 | 6.9 | -11.0 | -2.1 | 1401 | 1 | 1 | -1.9 | 0.319 | 1
Cc1ccc(OCCCC(=O)Nc2nncs2)cc1 | 6.1 | 4.2 | -3.6 | . | 19.6 | 1497 | 0.9 | 0.9 | -7.6 | 0.488 | 0.8
CCN(Cc1ccccc1)c1ccc(/C=N/NS(=O)(=O)c2cccc([N+](=O)[O-])c2)cc1 | 0.4 | 7.0 | 2.6 | 9.5 | 19.7 | 1428 | 2* | 1.5 | 2.2 | 0.22 | 0.8
CCOc1ccc(NC(=O)N2CCN(c3nc4ccccc4s3)CC2)cc1 | 3.2 | 18.4 | 1.4 | -9.2 | -4.7 | 1613 | 1 | 1 | 8.2 | . | 1
CCn1c(=O)c(C(=O)CN2CCN(S(=O)(=O)c3ccccc3)CC2)c(N)n(Cc2ccccc2)c1=O | 1.8 | -4.9 | 13.0 | -7.8 | 10.4 | 1646 | 1 | 1 | 2.6 | 0.946 | 0.9
CC1(C)Cc2c(sc3ncn4nc(CCC(=O)O)c(=O)nc4c23)CO1 | 7.8 | 5.7 | 2.5 | 5.0 | 16.3 | 1704 | 0.9 | 0.9 | 5.3 | . | 0.8
COC(=O)c1c(N)c(C#N)c2n1CCCCC2 | 3.7 | 2.3 | -9.8 | 3.4 | 18.0 | 1430 | 0.9 | 0.9 | -12.5 | 0.809 | 0.8
COc1cccc(/C=N/NC(=O)CCCC(=O)Nc2ccc(Br)cc2)c1 | -48.8 | 4.3 | 4.8 | 3.3 | 26.9 | 1614 | 0.9 | 0.8 | 5.9 | . | 0.7
CCOc1ccccc1C(=O)Nc1nn[nH]n1 | 2.0 | -1.4 | 1.4 | -0.6 | 2.2 | 1532 | 1 | 1.1 | 2.0 | 0.952 | 1
CCCCCc1nc2ccccc2c(=O)n1N | 1.1 | 1.5 | 10.0 | -33.2 | -5.4 | 1762 | 1.1 | 1 | 7.9 | . | 1.1
C/C(=C\C(=O)c1ccc(C)cc1)Nc1cccc(O)c1 | 9.5 | 1.4 | 5.1 | -20.2 | 17.4 | 1393 | 0.9 | 0.9 | -2.3 | -0.0592 | 0.8
O=C(COC(=O)CCc1nc2ccccc2n1-c1ccccc1)Nc1ccc(N2CCCCC2)cc1 | -12.1 | 5.9 | -0.4 | -7.0 | 31.2 | 1514 | 0.8 | 0.8 | -3.2 | . | 0.7
COc1ccc(-c2cc(C(=O)Nc3cccc(C(C)=O)c3)no2)cc1 | -4.1 | 10.7 | 3.4 | . | 3.1 | 1566 | 1 | 1 | 4.1 | -0.522 | 1
CCCS(=O)(=O)N1CCCC(C(=O)N2CCN(c3ccccn3)CC2)C1 (centres undefined) | 5.6 | -3.5 | 7.2 | -8.0 | 15.1 | 1624 | 0.9 | 0.9 | -2.9 | . | 0.8
CCc1cc(-c2n[nH]c(C)c2Oc2ccc(C(C)C)cc2)c(O)cc1O | 4.3 | 1.7 | 6.6 | . | 13.7 | 1627 | 1 | 1 | 3.9 | 0.836 | 0.9
COc1cc(/C=N/NC(=O)CCC(=O)Nc2ccc(C)cc2)ccc1O | 4.3 | -3.9 | -5.5 | -19.9 | -0.7 | 1357 | 1 | 1.1 | 0.1 | 0.306 | 1
C=CCn1c(SCC(=O)N2CCc3ccccc3C2)nc2ccccc2c1=O | 9.4 | -0.1 | 3.3 | . | 11.0 | 1389 | 0.9 | 0.9 | -0.3 | . | 0.9
Fc1ccccc1CSc1ncnc2c1oc1ccccc12 | 2.2 | 45.6* | 18.9 | 3.5 | 25.0 | 2035* | 0.9 | 0.9 | 50.8* | . | 0.8
CCCOc1ccc(-c2nnc(-c3cccs3)o2)cc1 | -0.9 | 7.5 | 8.1 | . | -0.7 | 1564 | 1 | 1.1 | -2.2 | -0.554 | 1
Cc1cccc2c(CC(=O)Nc3ccccc3)noc12 | -1.3 | 4.0 | -0.7 | -23.6 | 10.1 | 1523 | 0.9 | 0.9 | 2.9 | -0.0656 | 0.9
O=C(NCCCN1CCCC1=O)c1cc(=O)c2ccccc2o1 | 7.6 | 1.9 | 6.0 | 19.1 | 12.7 | 1370 | 0.9 | 0.8 | 11.8 | 0.00936 | 0.9
COc1ccc(CC(=O)Nc2ccc(S(=O)(=O)Nc3nccc(C)n3)cc2)cc1 | -2.1 | 5.4 | 9.0 | . | 13.9 | 1660 | 1 | 1 | -0.4 | 0.306 | 0.9
Cc1cc2c(N)cccc2nn1 | 52.0* | 13.4 | 20.4 | -8.1 | 44.5 | 1643 | 1.3 | 0.9 | 6.0 | 1.09 | 0.6
COc1ccc(C(=O)N2CCc3cc(OC)c(OC)cc3C2)cc1OC | 14.4 | 1.3 | 2.4 | -2.0 | 18.9 | 1588 | 0.7 | 0.8 | -3.5 | . | 0.8
Cc1ccc(C)c2nc(SCC(=O)NCc3cccs3)c(C#N)cc12 | 9.9 | 14.7 | 2.9 | . | -4.5 | 1523 | 1.1 | 1.1 | 9.7 | . | 1
COc1ccc(CN(Cc2nc3ccccc3c(=O)[nH]2)C(=O)C(C)(C)C)cc1 | -0.7 | 1.7 | 1.1 | -30.1 | 10.8 | 1580 | 1 | 1 | 4.3 | . | 0.9
CC(C)(C)NC(=O)COC(=O)c1nsc(Cl)c1Cl | 3.4 | 3.9 | 7.3 | . | -1.2 | 1752 | 1.1 | 1.1 | 12.7 | . | 1
CC1(C)CC(NC(=O)C2CCCCC2C(=O)O)CC(C)(C)N1 (centres undefined) | 17.8 | . | . | -26.8 | 3.0 | . | 1 | 1.1 | . | . | 1
CCOC(=O)C1=C(N)n2c(s/c(=C\c3cccnc3)c2=O)=C(C(=O)OCC)C1c1cccnc1 (centres undefined) | 6.3 | . | . | -39.8 | 17.6 | . | 1 | 1 | . | . | 0.8

Looked up above:
PPARg SRC-2 ag result of `CC(C)(C)NC(=O)COC(=O)c1nsc(Cl)c1Cl` is entered as 7.3
PMI act hi M6P result of `CCOC(=O)C1=C(N)n2c(s/c(=C\c3cccnc3)c2=O)=C(C(=O)OCC)C1c1cccnc1` (centres undefined) is entered as 1

Screening results: PubChem BioAssay, several laboratories
